Mito fusion yeast – inhibitors of mitochondrial division or activators of mitochondrial fusion; S. cerevisiae fusion-defective mutant growth rescue, CellTiterGlo 48 h; Potency, µM (titrated, usually from 46.1 µM), for the others: top-dose growth rescue (activation), most hits filed as activators; 0.23% of 320,000 active; AID 485298;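 further: potency means the concentration at half of the fitted maximal effect; % of control where 0% means no effect; nearly all actives have a fitted effect of over 45% in size; temperature-sensitive fusion mutants such as fzo1-1 at 37 °C on non-fermentable ethanol glycerol medium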
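Growth-rescue viability read-out: after 48 h at the non-permissive 37C in glycerol/ethanol YPEG, yeast mitochondrial fusion mutants are measured by CellTiterGlo luminescence; compounds (23 nl pinned per well) restoring growth score as division inhibitors or fusion activators.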
S-ASM inh – blocks human secretory acid sphingomyelinase; Potency, µM (titrated, usually from 57.5 µM), without a hit: at the top dose activity change, negative = inhibition, most hits filed as inhibitors; P17405; placental ASM, HMU-PC fluorogenic substrate, 60 min; 0.006% of 340,000 active; further: potency means the concentration at half of the fitted maximal effect
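qHTS format. ASM enzyme prepared from human placenta hydrolyses the fluorogenic substrate HMU-PC0 (9 uM final) over 60 min at 37 °C after a 10 min compound preincubation.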
Chronic BCR inh – blocks chronic active B-cell receptor signaling. AID 493014. ABC-DLBCL IkBa-CBG/CBR reporter, luminescence ratio, 4 h. 0.05% of 340,000 active. Potency, µM (titrated, usually from 46.1 µM), inactives show at the top dose ratio change, negative = lower green/red ratio, actives largely listed as inhibitors; active means well fitted inhibition curve with a large enough effect in the signal ratio, with a control signal flat, not every such curve was filed as active; inconclusive means small, poorly fitted or top-dose-only effect, or effect the other way, or a change in a side signal; the % refers to the signal ratio;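 further: potency means the concentration at half of the fitted maximal effect; plate controls were basal doxycycline-induced cells for no effect and cells given 10 µM MG132 for full effect; MG132 reads +100%, hits lower the ratio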
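Cell line TMD8 (human ABC DLBCL), stably expressing tet-inducible CBG68-IkBa fusion and CBR; IMDM/0.5% FBS; cpd up to 46 uM; dox induction, 4 h, 37C/5% CO2; dual luminescence; green/red ratio; MG132 control.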
MBNL1-CUG inh – MBNL1-poly(CUG) RNA binding inhibition; Potency, µM (highest dose often 57.5 µM), without a hit: at the top dose activity change, negative = inhibition, actives largely listed as inhibitors; Q9NR56; 0.036% of 280,000 active; TR-FRET MBNL1-His/biotin-(CUG)12 binding, 665/545 ratio; AID 2675; active means well fitted inhibition curve with a large enough effect in the signal ratio, with a control signal flat, not every such curve was filed as active; inconclusive means small, poorly fitted or top-dose-only effect, or effect the other way, or a change in a side signal; inactive means no such curve, though single readings can be large or run the other way; the % refers to the signal ratio; further: potency means the concentration at half of the fitted maximal effect; on the % scale 0 is the no-effect control and ±100 the full control effect
Target sequence (Q9NR56 whole entry, looked up): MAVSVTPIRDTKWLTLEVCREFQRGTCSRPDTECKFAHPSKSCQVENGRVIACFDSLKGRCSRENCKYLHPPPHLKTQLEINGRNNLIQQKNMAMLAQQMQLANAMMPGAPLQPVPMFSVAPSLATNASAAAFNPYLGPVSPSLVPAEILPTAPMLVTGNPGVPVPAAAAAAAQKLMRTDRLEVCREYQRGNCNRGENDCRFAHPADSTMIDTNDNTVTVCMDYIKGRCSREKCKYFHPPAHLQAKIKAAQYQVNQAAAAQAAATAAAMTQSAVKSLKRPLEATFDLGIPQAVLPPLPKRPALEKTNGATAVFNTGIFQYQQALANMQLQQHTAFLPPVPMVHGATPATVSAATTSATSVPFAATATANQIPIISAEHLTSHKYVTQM
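TR-FRET readout: Ex 340 nm, 665/545 nm emission ratio, normalized to buffer-only (basal) and MBNL1-(CUG)12 controls. Complex of MBNL1-His with Biotin-(CUG)12, compounds 92 nM–58 uM, incubated 60 min at room temperature.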
hERG WT inh – KCNH2 (human, wildtype) channel inhibition; Q12809; U2OS, BacMam KCNH2, thallium flux FluxOr; hits give low values; activity change, % at 1.84 µM; 0.37% of 340,000 active;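 active means maximum activity change below -70%; inconclusive means maximum activity change between -70% and -50%; inactive means maximum activity change above -50%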; further: on the % scale 0 is the no-effect control and ±100 the full control effect
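U2OS cells transduced with wild-type KCNH2 virus are loaded with FluxOr dye for 45 min, and thallium flux is measured in kinetic reads before and after stimulation buffer. Rate constants are normalized to DMSO controls.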
Menin-MLL TR inh – menin-MLL binding inhibition, Texas Red mutant peptide; Potency, µM (top dose mostly 61.6 µM), inactives show at the top dose FP activity change, negative = inhibition, usual class: inhibitors; O00255; Menin + Texas Red MLL mutant peptide, fluorescence polarization; 0.23% of 270,000 active; active means well fitted inhibition curve with a large enough effect in the polarisation, with a control signal flat, not every such curve was filed as active; inconclusive means small, poorly fitted or top-dose-only effect, or effect the other way, or a change in a side signal; inactive means no such curve, though single readings can be large or run the other way; the % refers to the polarisation; further: potency means the concentration at half of the fitted maximal effect; % of control where 0% means no effect; many of its hits are not listed in these tables
TSHR antag – antagonists of human thyroid stimulating hormone receptor; P16473; activity change, negative = inhibition, % at 11.5 µM; 0.2% of 330,000 active; TSHR-expressing cells, TSH-stimulated cAMP HTRF, 2 h; hits give low values; AID 504810;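 active means activity change below a set negative limit, meaning inhibition stronger than a set level, cut at about -70% in these data; inconclusive means activity change between two set negative limits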; further: on the % scale 0 is the no-effect control and ±100 the full control effect
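Cell-based HTRF cAMP assay; TSHR cells + compound, TSH EC80 (4nM final), 2 h, 37 deg C. Lysis with anti-cAMP cryptate and cAMP-d2, 30 min RT, read 665/620 nm.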
GALK inh – galactokinase (human) inhibition | P51570 | Purified GALK, Kinase-Glo residual ATP luminescence | Potency, µM (highest dose often 57.5 µM), without a hit: at the top dose activity change, negative = inhibition, most hits filed as inhibitors | 0.007% of 270,000 active | AID 1868; further: potency means the concentration at half of the fitted maximal effect; on the % scale 0 is the no-effect control and ±100 the full control effect
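Quantitative HTS: GALK 5 nM, ATP 35 uM, galactose 100 uM, 1 h room temperature, then luciferase-based ATP detection.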
USP2a inh – blocks human ubiquitin-specific protease USP2a; O75604; USP2 core, Ub-CHOP2 coupled fluorogenic reporter, 485/531; Potency, µM (doses to about 38.3 µM), without a hit: top-dose activity change, negative = inhibition, hits mostly inhibitors; 0.01% of 330,000 active; AID 463254;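 further: potency means the concentration at half of the fitted maximal effect; plate controls were DMSO wells for no effect and full inhibition by NEM control for full effect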
Target sequence (O75604 whole entry, looked up): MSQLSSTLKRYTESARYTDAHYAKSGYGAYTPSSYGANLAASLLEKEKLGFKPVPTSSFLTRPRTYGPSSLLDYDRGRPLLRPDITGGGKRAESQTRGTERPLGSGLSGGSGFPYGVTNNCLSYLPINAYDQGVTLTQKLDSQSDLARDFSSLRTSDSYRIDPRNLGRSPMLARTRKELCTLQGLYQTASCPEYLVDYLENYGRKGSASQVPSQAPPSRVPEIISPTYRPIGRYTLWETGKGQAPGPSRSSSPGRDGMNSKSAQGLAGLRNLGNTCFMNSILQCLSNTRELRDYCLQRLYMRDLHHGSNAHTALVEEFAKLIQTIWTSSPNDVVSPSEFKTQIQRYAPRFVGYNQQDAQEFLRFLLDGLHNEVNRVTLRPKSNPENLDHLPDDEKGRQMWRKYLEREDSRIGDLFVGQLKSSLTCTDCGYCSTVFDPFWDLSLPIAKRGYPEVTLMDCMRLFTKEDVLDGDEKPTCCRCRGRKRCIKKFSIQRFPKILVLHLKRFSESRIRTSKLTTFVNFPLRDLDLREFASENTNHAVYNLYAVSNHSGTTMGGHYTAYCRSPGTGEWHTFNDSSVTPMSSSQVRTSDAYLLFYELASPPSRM
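USP2 core (10nM final) preincubated 30min RT with compound in 20mM Tris-HCl pH 8.0, 2mM CaCl2, 2mM beta-mercaptoethanol, 0.05% CHAPS; 25nM Ub-CHOP2 plus 25nM reporter substrate added, fluorescence (Ex485/Em531) read after 60min.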
Eya2 inh – inhibitors of human Eya2 phosphatase activity; O00167; recombinant Eya2, OMFP fluorescence dephosphorylation (OMFP is methylfluorescein phosphate); Potency, µM (titrated, usually from 76.9 µM), for inactives: at the highest dose activity, negative = inhibition, usual class: inhibitors; 0.006% of 330,000 active; AID 488837; further: potency means the concentration at half of the fitted maximal effect; on the % scale 0 is the no-effect control and ±100 the full control effect
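Eya2 (0.2 uM) preincubated 10 min at ambient with compound, then OMFP substrate added at 50 uM; 10 min reaction in 50 mM HEPES pH 7.5, 50 mM NaCl, 5 uM MgCl2, 0.05% BSA, 1 mM DTT. Fluorescence read at Ex 485/Em 525 nm.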
PKM2 activator – PKM2 (human) enzyme activation | P14618 | purified PKM2, Kinase-Glo ATP luminescence, activation; response scale: 0% is enzyme alone, no compound | Potency, µM (highest dose often 57.5 µM), for inactives: top-dose activation, most hits filed as activators | 0.34% of 260,000 active; further: potency means the concentration at half of the fitted maximal effect; on the % scale 0 is the no-effect control and ±100 the full control effect; nearly all actives have a fitted effect of over 55% in size
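Purified hPK-M2 (>95%) run at intermediate activity with 0.1 mM ADP and 0.5 mM PEP in 50 mM imidazole pH 7.2, KCl, MgCl2; 1 h room temperature. ATP formed read by Kinase-Glo luminescence; normalized to uninhibited and no-enzyme controls.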
* hit, by the source's call; ? = inconclusive; / = not tested or not shown; & = joins results of further samples; [ ] = dose if it differs, or a comment. Unless noted, the call rests on the fitted dose curve; in most records, active means well fitted curve in the direction sought with a large enough effect; inconclusive means small, poorly fitted or top-dose-only effect, or another doubt; inactive means no such curve, though single readings can be large; an effect the other way counts as inactive or inconclusive.

SMILES	Mito fusion yeast	S-ASM inh	Chronic BCR inh	MBNL1-CUG inh	hERG WT inh	Menin-MLL TR inh	TSHR antag	GALK inh	USP2a inh	Eya2 inh	PKM2 activator
Cc1cc(Br)cc(Cl)c1OC(=O)c1ccncc1	-9%	0%	-4%	-1%	4	/	6	5%	-2%	23%	/
O=c1ccc2ccccc2o1	-2%	1%	-11%	?	-17	4%&7%&5%	4	0%	3%	6%	-11%
CCOC(=O)c1cc2c(nc1NC(=S)Nc1ccccc1)CC(C)(CC)OC2 (stereo not drawn)	-2%	4%	-9%	?	-4	4%	1	0%	2%	5%	1%
COc1cccc(-n2c(SCC#N)nnc2-c2cnccn2)c1	0%	5%	0%	-4%	3	-2%	-3	1%	0%	11%	3%
Cn1c(=O)oc2cc(S(=O)(=O)N3CCCC(C(=O)N4CCc5ccccc5C4)C3)ccc21 (stereo not drawn)	16%	-1%	8%	5%	-1	-10%	-11	2%	0%	6%	0%
Cc1cccc(OCC2Cn3c(nc4c3c(=O)[nH]c(=O)n4C)O2)c1 (stereo not drawn)	-1%	0%	0%	-2%	-6	-16%	-10	0%	1%	-11%	-5%
CCOC(=O)C1CCN(C(=O)C2CCC(=O)N(CC3CCCCC3)C2)CC1 (stereo not drawn)	0%	-1%	-1%	-6%	-12	-14%	-13	6%	-1%	15%	-5%
C=C(C)COc1ccc(-c2nc(N)ncc2-c2ccc(OC)c(OC)c2)c(O)c1	?	-1%	?	-1%	2	28%	7	1%	-7%	-6%	/
O=C(CNC(=O)c1ccccc1)N/N=C/c1cn[nH]c1-c1ccccc1	1%	-7%	-2%	-12%	-2	?	-10	/	4%	8%	-4%
Cc1ccc(-c2nnc(SCC(=O)NC3CCCC3)n2N)cc1	/	1%	2%	/	-2	/	0	/	-1%	-5%	/
CC1CCN(CCOCCSc2ccc(Cl)cc2)CC1	8%	5%	8%	-13%	53	-14%	9	4%	-1%	-3%	-4%
Cc1ccc(CNC(=O)CC2Sc3ccccc3NC2=O)cc1 (stereo not drawn)	1%	-1%	-1%	6%	2	0%	24	5%	0%	5%	-5%
O=C1NC(=O)C(=O)N1	0%	2%	2%	/	-6	/	0	/	2%	5%	/
O=C(NCCC1CCCC1)c1cccs1	0%	4%	2%	-11%	3	1%	-3	/	1%	8%	-4%
O=C1NC(=O)C(c2ccc(F)cc2)N1 (stereo not drawn)	-4%	-1%	-1%	0%	-5	2%	23	-3%	1%	1%	-9%
CCCn1nnnc1-c1ccc(Cl)cc1	8%	4%	-2%	-4%	-26	-29%	12	-2%	-3%	2%	7%
COc1cccc(C(=O)SC2=NCCS2)c1	-1%	3%	-23%	0%	-1	-6%	-3	1%	2%	7%	1%
Cc1ccc(S(=O)(=O)NC(CC(=O)n2nc(C)cc2C)c2ccccc2)cc1 (stereo not drawn)	4%	0%	13%	5%	4	-5%	-15	0%	3%	10%	2%
COc1ccc(C=O)cc1Cn1cnc2c(cnn2C)c1=O	-2%	5%	-18%	-9%	7	-5%	9	-1%	-4%	-5%	-11%
O=C(NCCS(=O)(=O)N1CCN(c2ccccc2F)CC1)C1CC(=O)N(c2ccccc2)C1 (stereo not drawn)	-6%	-1%	0%	4%	1	24%	-4	-3%	-9%	-17%	/
COc1ccccc1NC(=O)N1CCOCC1	-7%	1%	?	-3%	10	10%	-4	2%	2%	?	/
COc1ccccc1N(CC(=O)NCCSc1ccccc1)S(C)(=O)=O	-5%	0%	14%	1%	1	-1%	-6	1%	-1%	-16%	16%
CC(C)=NOC(=O)c1c(C)noc1-c1snnc1C	-14%	-6%	6%	?	-2	/	1	-1%	0%	-6%	0%
CC1CCN(C(=O)NC(=O)c2ccc(Cl)cc2)CC1	-4%	3%	2%	-7%	7	8%	37	-5%	1%	3%	6%
COc1ccc(C2/C(=C(/O)c3ccc4c(c3)CC(C)O4)C(=O)C(=O)N2CCCN2CCOCC2)cc1OC (stereo not drawn)	0%	1%	3%	21%	-6	/	-1	-2%	3%	3%	-2%
CCOc1cccc(CN2CCCC(N3CCc4ccccc4C3)C2)c1O (stereo not drawn)	-2%	0%	-2%	14%	10	-1%	4	-3%	3%	?	0%
CC(C)N(C(=O)CSc1nc(Cc2ccccc2)nc2ccccc12)C(C)C	-5%	-12%	?	10%	6	0%	29	-4%	0%	?	12%
CSc1ncccc1C(=O)OCC(=O)N1CC(=O)Nc2ccccc21	-6%	1%	0%	/	-8	/	-9	/	2%	-5%	/
COc1ccc(Cl)cc1NC(=O)CN(C)C(=O)CNC(=O)C12CC3CC(CC(C3)C1)C2	2%	-2%	?	5%	-5	/	-10	-3%	-1%	6%	-13%
Cc1cccc(OCC(O)CN2CCN(C3CCCCC3)CC2)c1 (stereo not drawn)	-4%	2%	0%	-6%	18	0%	-3	10%	1%	16%	-7%
CCOc1ccccc1NC(=O)C1CCN(C(=O)c2cccs2)CC1	1%	0%	0%	3%	11	-24%	-4	-2%	5%	-10%	-4%
COc1ccc(C(C)C)cc1S(=O)(=O)Nc1ccncc1	1%	-4%	14%	-10%	-8	9%	8	0%	5%	-1%	2%
O=C(CN(C(=O)CSc1nc2ccccc2o1)c1ccccc1)NC1CCCCC1	0%	-1%	0%	-5%	-1	/	-5	-2%	1%	7%	3%
COc1ccc(N/C=C(\C(C)=O)c2ccc(OC)c(OC)c2)cc1OC	0%	4%	-11%	12%	3	-8%	-2	6%	-1%	0%	-2%
Cc1cc(C)c(NC(=O)CSc2nc3ncc(Br)cc3[nH]2)c(C)c1	-7%	-1%	-8%	65%[activator]	6	-24%	1	8%	4%	-12%	1%
Cc1ccc(NC(=O)CCc2nnc3ccc(N4CCN(C)CC4)nn23)cc1F	-28%	5%	0%	-7%	-6	6%	13	-1%	-1%	5%	/
CC(=O)/C(N=Nc1ccc(OC(F)(F)F)cc1)=C(\C)O	-3%	1%	?	-7%	0	/	1	1%	1%	1%	2%
CCCCNC(=O)c1ccc(CNc2c(N3CCC(C(=O)OCC)CC3)c(=O)c2=O)cc1	-5%	1%&4%	2%	-3%	0&4	-19%	-8	-2%	6%	5%	-2%
Cc1ccc(OCC(=O)Nc2ccc(O)c(C(=O)O)c2)cc1C	1%	24%	?	-4%	4	26%	-3	-1%	1%	13%	0%
CC(=O)NNC(=S)NC(=O)c1cccc([N+](=O)[O-])c1	?	6%	?	/	-3	8%	-1	0%	3%	-2%	-17%
CCNC(=O)C(=O)NCc1ccncc1	-10%	-2%	2%	6%	7	4%	1	4%	3%	0%	-2%
N#CCSCC(=O)Nc1ccc(Br)cc1	-1%	4%	?	1%	2	6%	-2	-3%	-1%	-14%	0%
O=C(N=C1SC2CS(=O)(=O)CC2N1c1c(Cl)cccc1Cl)C1CC1 (stereo not drawn)	-6%	-1%	-8%	-5%	-3	3%	6	9%	2%	?	-2%[0.46 µM]
Cc1cccc(-n2nnnc2SCC(=O)c2cc(C)n(CC3CCCO3)c2C)c1 (stereo not drawn)	3%	-1%	4%	0%	19	-4%	-4	5%	-5%	0%	9%
c1csc(-c2ccc3ccccc3n2)c1	1%	5%	0%	24%	16	-1%	3	-2%	0%	-7%	-2%
CCCC(c1nnnn1Cc1ccc(F)cc1)N1CCN(CC)CC1 (stereo not drawn)	-2%	4%	-10%	-2%	13	14%	8	1%	3%	-11%	13%
COC(=O)CCSCC(=O)Nc1cc(C)on1	-2%	1%	0%	-3%	-5	10%	9	-2%	2%	1%	2%

Only part of the results is shown; the hit share may differ from the screen's.
